Screening data: PubChem, several laboratories
STAT3 activator: STAT3 signaling activation; activation (% of control), % at 5.6 µM; hit rate 0.91% among 190,000; AID 871; U3A cells, IL-6 STAT3-luciferase reporter, luminescence; 100% = signal with IL-6 EC80 alone;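 active = activation above the screen-wide mean of compound activation plus 3 SD, cut at about 130% in these data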;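 also: 0% = background luminescence of wells with medium and substrate only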
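Material: human STAT1-deficient U3A cells with stable STAT3-luciferase reporter / Probe or stimulus: IL-6 stimulus at 33 ng/mL final / Schedule: 1 h compound pre-exposure, 6 h IL-6 stimulation, 37 °C / Technique: luminescence / Read-out basis: percent of IL-6-only median luminescence / Control set: IL-6-only high control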
APP 5UTR inh: APP translation inhibition | SH-SY5Y APP 5'UTR-luciferase reporter, luminescence | inhibition, % at 2 µM | hit rate 0.82% among 190,000 | AID 1285;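 active = inhibition above a set limit, derived from the sample mean plus 3 SD, cut at about 45% in these data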; also: values of inactives mirror those of a sister screen read the other way
TLR4 MyD88 comp: inhibitors of human TLR4-MyD88 binding | O00206+Q99836 | HeLa CL3-4 TLR4/MyD88 BLA complementation, FRET ratio | inhibition, % at 8.4 µM | hit rate 0.18% among 200,000; in the data active = inhibition above about 25%;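 also: 0% = vehicle and 100% = reference inhibitor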
Target sequence (O00206 whole entry, looked up): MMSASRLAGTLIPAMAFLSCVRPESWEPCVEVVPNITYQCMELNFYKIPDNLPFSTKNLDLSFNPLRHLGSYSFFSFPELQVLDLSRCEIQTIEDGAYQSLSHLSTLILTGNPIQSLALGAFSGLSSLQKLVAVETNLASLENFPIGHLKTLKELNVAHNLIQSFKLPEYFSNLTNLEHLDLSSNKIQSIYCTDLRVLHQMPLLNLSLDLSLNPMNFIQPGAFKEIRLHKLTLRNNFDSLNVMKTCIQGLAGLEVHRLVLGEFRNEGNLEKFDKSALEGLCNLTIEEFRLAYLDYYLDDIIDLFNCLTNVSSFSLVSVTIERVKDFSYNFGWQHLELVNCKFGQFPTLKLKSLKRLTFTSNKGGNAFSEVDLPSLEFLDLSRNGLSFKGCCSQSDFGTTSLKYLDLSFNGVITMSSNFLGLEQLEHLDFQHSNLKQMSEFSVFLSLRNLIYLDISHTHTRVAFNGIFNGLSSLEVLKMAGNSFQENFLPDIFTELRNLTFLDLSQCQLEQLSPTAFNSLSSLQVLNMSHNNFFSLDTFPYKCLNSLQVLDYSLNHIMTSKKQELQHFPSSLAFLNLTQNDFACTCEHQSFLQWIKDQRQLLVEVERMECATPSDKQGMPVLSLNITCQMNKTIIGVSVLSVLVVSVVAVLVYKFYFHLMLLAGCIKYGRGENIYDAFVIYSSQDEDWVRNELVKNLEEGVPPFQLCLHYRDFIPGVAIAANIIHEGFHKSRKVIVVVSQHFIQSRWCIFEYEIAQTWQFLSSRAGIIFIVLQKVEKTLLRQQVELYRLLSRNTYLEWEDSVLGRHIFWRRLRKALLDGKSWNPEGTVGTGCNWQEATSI
Target sequence (Q99836 whole entry, looked up): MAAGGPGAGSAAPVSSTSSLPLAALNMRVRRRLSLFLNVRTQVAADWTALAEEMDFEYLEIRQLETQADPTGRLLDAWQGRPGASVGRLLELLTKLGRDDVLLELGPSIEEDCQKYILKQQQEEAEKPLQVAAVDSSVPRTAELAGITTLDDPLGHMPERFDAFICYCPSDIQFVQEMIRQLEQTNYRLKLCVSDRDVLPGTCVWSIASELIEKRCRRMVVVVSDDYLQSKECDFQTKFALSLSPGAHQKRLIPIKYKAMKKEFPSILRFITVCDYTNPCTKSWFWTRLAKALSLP
STAT1 act: activators of IFN-gamma induced STAT1 signaling; NIH 3T3 STAT1-luciferase reporter, luminescence; 100% = IFN-gamma alone, no compound; activation (% of control), % at 5.5 µM; AID 932; hit rate 2.6% among 200,000;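 active = activation above the screen-wide mean activation plus 3 SD, cut at about 130% in these data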;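 also: raw ratio to IFN-gamma control signal so 100% means no change and 0% no light; values of inactives mirror those of a sister screen read the other way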
STAT3 blocker: STAT3 signaling inhibition | U3A cells, IL-6 STAT3-luciferase reporter, luminescence; host cell line lacks STAT1 | inhibition, % at 5.5 µM | hit rate 0.89% among 190,000 | AID 862;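 active = inhibition above the mean inhibition across all screened compounds plus 3 SD, cut at about 44% in these data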;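 also: 0% = DMSO only wells and 100% = 100 µM nifuroxazide control wells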
Hsp70 act: switches on Hsp70 transcription; HeLa Hsp70 promoter luciferase reporter, luminescence; scaled: vehicle 0, proteasome-inhibitor control 100%; activation, % at 10 µM; hit rate 0.04% among 200,000; AID 1203;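 active = activation above the mean across all tested compounds plus 3 SD, cutoff set per campaign, cut at about 5.5% in these data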;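 also: 100% = MG132 at 30 µM as the positive control and 0% = DMSO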
G6PDH CS: L. mesenteroides G6PDH inhibition counter-screen | Purified L. mesenteroides G6PDH, diaphorase/resazurin coupled fluorescence, 45 min | inhibition, % at 5 µM | hit rate 0.12% among 200,000; in the data active = inhibition above about 50%
STAT1 inh: reduces IFN-gamma driven STAT1 reporter signal. NIH 3T3 STAT1-luciferase reporter, luminescence. inhibition, % at 5.5 µM. hit rate 0.35% among 200,000;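 active = inhibition above a set limit, the mean inhibition across all tested compounds plus 3 SD, cut at about 34% in these data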;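 also: 0% = IFN-gamma with DMSO and 100% = IFN-gamma with 300 µM nifuroxazide; values of inactives mirror those of a sister screen read the other way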
Diaph inh CS: diaphorase inhibition or chemical oxidation counter-screen; diaphorase resazurin-to-resorufin fluorescence, NADH, 16 min; bacterial (C. kluyveri) enzyme, not human; inhibition, % at 20 µM; hit rate 0.69% among 190,000; AID 1217;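 active = primary screen inhibition at 20 µM above a set limit, cut at about 50% in these data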;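 also: plate controls were DMSO with full reaction for no effect and wells lacking NADH for full effect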
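Test system: diaphorase enzyme from Clostridium kluyveri; amount: diaphorase at 0.14 U/mL in enzyme working solution; detection: fluorescence of resorufin formed from resazurin, Ex 544/Em 590 nm; times: reaction incubation of 16 min at room temperature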
Diaphorase act: activates diaphorase or chemically reduces, flagging diaphorase assay artifacts; activation factor at 20 µM; hit rate 0.005% among 190,000; Diaphorase/resazurin coupled assay, resorufin fluorescence, 16 min; hits give high values; 1 = vehicle wells, 0 = NADH-free wells; AID 1229;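 active = diaphorase activity raised at least twofold by the compound at 20 µM; inactive = activation factor below 2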
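Material: purified diaphorase enzyme from Clostridium kluyveri / Medium: HEPES pH 7.4 buffer with MgCl2 and Tween 20 / Schedule: enzyme reaction of 16 min at room temperature / Measured by: resorufin fluorescence, excitation 544 nm, emission 590 nm / Evaluation: rise in resorufin formation, marking diaphorase activation or chemical reduction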
* marks the source's active call; other numbers are inactive results; · = not tested or not shown. An excerpt; count on the stated rates, not on these rows.

Molecule	STAT3 activator	APP 5UTR inh	TLR4 MyD88 comp	STAT1 act	STAT3 blocker	Hsp70 act	G6PDH CS	STAT1 inh	Diaph inh CS	Diaphorase act
Fc1ccc2c(c1)nnn2C1CCN(Cc2nnnn2CCc2ccccc2)CC1	96	-5	-4	95	11	0.0	-2	5	17	0.8
O=C(c1cc(F)ccc1F)C1CCCN(Cc2ccc3nonc3c2)C1 (stereo unspecified)	102	-7	2	94	2	-0.2	2	5	10	0.9
CC(C(=O)Nc1ccc(Cl)cc1Cl)N1CC=C(c2ccccc2)CC1 (stereo unspecified)	105	-17	-11	90	-5	-0.5	-2	11	-6	1.1
CCc1ccc(N2C(=O)NC(=O)/C(=C/c3cccn3CCOc3ccc(C(C)CC)cc3)C2=O)cc1 (stereo unspecified)	74	-78	-1	109	27	-0.4	-4	-10	0	1
C=C1N2CCC(CC2)C1(O)c1ccccc1C (stereo unspecified)	103	3	-8	102	0	-0.3	1	-3	13	0.9
O=C1/C(=C\c2cc3c(cc2Cl)OCO3)N2CCC1CC2	103	-19	0	106	-4	-0.3	20	-7	43	0.6
CN1C(=O)NC(=O)[C@]2(Cc3ccccc3N3CCN(c4ccccc4)CC32)C1=O (stereo partly specified)	99	-21	-6	103	2	-0.1	0	-3	11	0.9
CN1c2ccc([N+](=O)[O-])cc2CC2(C(=O)NC(=O)N(c3ccccc3)C2=O)C1c1ccccc1 (stereo unspecified)	106	-3	3	91	-4	-0.3	-12	10	16	0.8
Cc1ccc(CN2C3CCCC2CC(NC(=O)Nc2cccc(F)c2)C3)cc1 (stereo unspecified)	96	14	-5	96	12	-0.2	6	3	4	1
Cc1ccc(CS(=O)(=O)Cc2ccc(C(=O)N3CCC4(CC3)OCCO4)o2)cc1	101	3	1	101	3	0.2	7	-1	-8	1.1
COc1ccc(CN2CCN(C(=O)COc3cccc(C)c3)CC2)c(OC)c1	96	-21	5	97	8	-0.2	3	3	24	0.8
Cc1ccc(Cn2nnnc2CN2CCC(n3nnc4cc(C(F)(F)F)ccc43)CC2)cc1	103	-1	2	101	3	-0.3	3	-1	26	0.7
O=C(Cc1ccccc1)N1CCN(CC2CC=CCC2)CC1 (stereo unspecified)	101	40	6	99	2	-0.1	10	-1	5	0.9
COc1ccc(OCC#CCN2CCC(C)CC2)cc1	101	-10	0	100	4	-0.2	4	-1	12	0.9
CCCNC(=O)N1C2CCC1CC(O)(c1cccnc1)C2 (stereo unspecified)	104	-9	-12	102	1	-0.2	1	-3	4	1
COc1ccc(C(=O)C(Cc2ccccc2)N(C)C)cc1 (stereo unspecified)	98	-7	1	105	5	0.1	0	-5	7	0.9
CSc1ccccc1C(=O)C1CCCN(Cc2ccccn2)C1 (stereo unspecified)	97	-5	8	99	8	-0.3	16	-1	8	0.9
O=C(COc1ccc(S(=O)(=O)N2CCOCC2)cc1)N1CCN(Cc2ccc3c(c2)OCO3)CC1	80	-2	1	93	21	-0.1	0	8	2	1
CCOC(=O)c1c(C)n(C(C)C)c2ccc(OC(=O)c3ccc(N4C(=O)CCC4=O)cc3)cc12	108	-14	2	94	-3	-0.1	-12	7	27	0.7
Cc1ccc(C2(O)CC(C)N(C)CC2C)cc1 (stereo unspecified)	102	2	5	95	3	0.5	7	5	14	0.9
CC(C)OC(=O)C1C2c3ccccc3C(c3ccccc32)C1C(=O)O (stereo unspecified)	103	-9	4	106	2	-0.2	6	-6	·	·
CCC(=NCC1CCCO1)c1c(O)n(-c2ccc(Cl)cc2)c(=O)[nH]c1=O (stereo unspecified)	95	-7	12	96	10	-0.1	6	4	6	0.9
CC(Cc1cccs1)NCc1ccc(Cl)cc1 (stereo unspecified)	97	13	-4	99	6	-0.3	8	1	-2	1
C(#CCN1CCOCC1)COC/C=C/c1ccccc1	101	4	7	108	-1	0.1	-3	-9	-4	1
O=c1c2ccccc2nc(-c2ccco2)n1-c1cccnc1	104	8	-4	94	2	-0.3	11	6	3	1
CC1CCCCN1Cc1cccnc1 (stereo unspecified)	103	-7	11	100	2	-0.1	8	1	20	0.8
Cc1c(C=C2C(=O)NC(=O)NC2=O)c(=O)n(-c2ccccc2)n1C	94	-7	-1	98	9	0.0	-2	0	8	0.9
Cc1oc(-c2ccc(Cl)cc2)nc1CS(=O)CC(=O)N1CCC2(CC1)OCCO2 (stereo unspecified)	105	-5	4	103	-2	-0.2	5	-4	8	0.9
CCOC(=O)C(O)(c1ccc(N=Cc2ccccc2O)c(C)c1)C(F)(F)F (stereo unspecified)	103	-16	-11	102	-3	-0.2	0	-3	9	0.9
O=P(Nc1cccnc1)(Oc1ccccc1Cl)Oc1ccccc1Cl	103	-3	-14	100	-4	0.2	7	0	23	0.8
CCN1CCN(c2ccc(NC(C)=O)cc2Cl)CC1	100	1	-14	102	5	0.1	15	-4	13	0.9
CCOc1ccc(C2SCC(=O)Nc3c2c(C)nn3C2CCOC(C)(C)C2)cc1 (stereo unspecified)	101	3	-12	106	-2	-0.2	3	-8	10	0.9
Cc1ccc(C)c(CN2CCC(n3nnc4cc(F)ccc43)CC2)c1	96	6	3	102	9	-0.4	15	-3	-8	1.1
O=Cc1cn(Cc2ccccc2F)c2ccccc12	104	17	-4	85	2	-0.4	6	15	-4	1
CCOc1ccc2[nH]c(=O)c(CN(CCO)C3(c4nnnn4C4CCCCC4)CCCCC3)cc2c1	94	-3	6	96	10	0.2	17	5	26	0.7
CCOC(=O)Cn1cc([N+](=O)[O-])nc1[N+](=O)[O-]	100	21	-5	87	7	-0.2	13	14	6	0.9
O=c1[nH]c(=O)n(Cc2ccccc2Cl)c(O)c1/C=C1/C=CC=N1	139*	45	4	99	-43	0.5	1	1	8	0.9
Cc1cccc(CN2CCCC(C(=O)c3ccc4c(c3)OCO4)C2)n1 (stereo unspecified)	100	-14	-2	98	1	-0.3	12	2	-1	1
CCn1c(O)c(C=NCc2ccccc2)c(=O)[nH]c1=S	96	-3	6	105	7	-0.3	5	-7	1	1
O=C(COc1ccc(Br)cc1)N1CCN(Cc2c[nH]c3ccccc23)CC1	135*	0	9	94	-31	-0.3	5	7	12	0.9
COC(=O)C(O)(c1c[nH]c2ccccc12)C(F)(F)F (stereo unspecified)	103	-19	-7	92	-1	-0.3	-2	8	16	0.8
O=c1[nH]c(=O)n(-c2ccccc2Cl)c(O)c1C=NCCN1CCCCC1	103	-5	0	99	1	-0.2	8	1	6	0.9
Cc1ccc(OP(=O)(NCc2ccccc2)Oc2ccc(C)cc2)cc1	97	-2	-2	111	8	-0.4	1	-12	31	0.7
COC(=O)C(O)(c1ccc(NC(=O)c2ccco2)c(OC)c1)C(F)(F)F (stereo unspecified)	100	-21	-1	102	4	-0.3	2	-2	9	0.9
CCN(CC)c1ccc(C=C2C(=O)N(C)C(=S)N(C)C2=O)o1	107	-53	-1	106	-9	4.1	-2	-7	21	0.8
COc1cc(C(=O)Nc2ccc(Br)cc2C(=O)c2ccccc2)cc(OC)c1OC	98	-3	11	102	8	0.3	4	-2	10	0.9
NCCc1ccc(S(N)(=O)=O)cc1	104	-4	-3	104	4	-0.1	2	-5	17	0.8
COc1cc2c(C(=O)N3CCN(C)CC3)c(C)n(C)c2cc1Br	88	4	5	102	17	0.2	-4	-2	12	0.9
COc1ccc(C2C(C#N)=C(N)Oc3c2c(=O)oc2ccccc32)cc1Cn1cc([N+](=O)[O-])cn1 (stereo unspecified)	98	3	4	100	10	0.1	6	0	5	0.9
COC(=O)C(O)(c1ccc(N(C)C(=O)COc2ccccc2)cc1)C(F)(F)F (stereo unspecified)	109	11	10	103	-9	-0.5	16	-4	4	1
Cc1ccc(N2C(=O)/C(=C/N3CCN(C(=O)c4ccco4)CC3)C(=O)NC2=S)cc1C	98	6	4	95	7	-0.2	0	6	21	0.8
Cc1cc(C(=O)CS(=O)(=O)c2ccccc2)cc(C)c1OC(=O)N(C)C	101	-50	7	124	0	-0.2	-5	-27	19	0.8
COc1ccc(Br)cc1CN1CCN(C(=O)Cc2ccccc2)CC1	97	-19	1	93	5	-0.3	5	8	14	0.9

Of the compounds above, nine contain a Cl atom:
Molecule	STAT3 activator	APP 5UTR inh	TLR4 MyD88 comp	STAT1 act	STAT3 blocker	Hsp70 act	G6PDH CS	STAT1 inh	Diaph inh CS	Diaphorase act
CC(C(=O)Nc1ccc(Cl)cc1Cl)N1CC=C(c2ccccc2)CC1 (stereo unspecified)	105	-17	-11	90	-5	-0.5	-2	11	-6	1.1
O=C1/C(=C\c2cc3c(cc2Cl)OCO3)N2CCC1CC2	103	-19	0	106	-4	-0.3	20	-7	43	0.6
CCC(=NCC1CCCO1)c1c(O)n(-c2ccc(Cl)cc2)c(=O)[nH]c1=O (stereo unspecified)	95	-7	12	96	10	-0.1	6	4	6	0.9
CC(Cc1cccs1)NCc1ccc(Cl)cc1 (stereo unspecified)	97	13	-4	99	6	-0.3	8	1	-2	1
Cc1oc(-c2ccc(Cl)cc2)nc1CS(=O)CC(=O)N1CCC2(CC1)OCCO2 (stereo unspecified)	105	-5	4	103	-2	-0.2	5	-4	8	0.9
O=P(Nc1cccnc1)(Oc1ccccc1Cl)Oc1ccccc1Cl	103	-3	-14	100	-4	0.2	7	0	23	0.8
CCN1CCN(c2ccc(NC(C)=O)cc2Cl)CC1	100	1	-14	102	5	0.1	15	-4	13	0.9
O=c1[nH]c(=O)n(Cc2ccccc2Cl)c(O)c1/C=C1/C=CC=N1	139*	45	4	99	-43	0.5	1	1	8	0.9
O=c1[nH]c(=O)n(-c2ccccc2Cl)c(O)c1C=NCCN1CCCCC1	103	-5	0	99	1	-0.2	8	1	6	0.9
